# ERa SRC1 inh = blocks coactivator binding to human estrogen receptor alpha; hit rate 1.7% among 86,000; AID 629; inhibition, % at 25.6 µM; TR-FRET ER-alpha LBD / SRC-1 peptide, estradiol-bound; in the data active means inhibition above about 50%;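 further: 0% = receptor plus peptide control and 100% = peptide only without receptor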
# ERa coact pot = enhances coactivator binding to human estrogen receptor alpha; coactivator binding (% of control), % at 25.6 µM; hit rate 1.3% among 86,000; AID 639; TR-FRET ERalpha-LBD/SRC-Cy5 coactivator binding, 2 h; 100 = basal binding, no effect; P03372; in the data active means activity above about 200%;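 further: binding measured in presence of low estradiol as agonist stimulus; 0% = peptide alone without receptor and 100% = receptor with peptide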
# PLAP activator = human PLAP activation. P05187. purified PLAP enzyme, luminescent substrate read-out; hits give high values. activation fold at 20 µM. hit rate 1.2% among 96,000; in the data active means activation fold above about 2
# Target sequence (P05187 whole entry, looked up): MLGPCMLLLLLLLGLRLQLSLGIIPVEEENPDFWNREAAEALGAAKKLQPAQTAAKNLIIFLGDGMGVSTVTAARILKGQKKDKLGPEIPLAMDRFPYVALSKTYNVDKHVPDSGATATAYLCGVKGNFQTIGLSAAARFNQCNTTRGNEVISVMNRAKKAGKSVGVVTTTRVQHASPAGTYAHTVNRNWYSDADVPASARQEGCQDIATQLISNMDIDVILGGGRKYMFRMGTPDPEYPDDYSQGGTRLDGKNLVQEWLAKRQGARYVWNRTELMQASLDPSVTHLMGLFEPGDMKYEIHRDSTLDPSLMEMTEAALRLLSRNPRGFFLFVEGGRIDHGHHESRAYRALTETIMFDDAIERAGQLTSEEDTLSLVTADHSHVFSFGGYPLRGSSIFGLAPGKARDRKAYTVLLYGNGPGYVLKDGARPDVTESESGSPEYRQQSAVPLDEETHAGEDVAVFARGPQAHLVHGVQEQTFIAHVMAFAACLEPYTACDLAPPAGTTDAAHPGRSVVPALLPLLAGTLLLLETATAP
# FAK inh = inhibitors of human focal adhesion kinase; inhibition, %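 (tested at 7 µM)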; hit rate 0.84% among 97,000; Q05397; biochemical FAK kinase activity assay; in the data active means inhibition above about 19%;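 further: 0% = DMSO and 100% = reference compound high control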
# ERb coact inh = ER-beta (human) coactivator binding inhibition. Q92731. TR-FRET ER-beta LBD / SRC1-Cy5 peptide binding; receptor agonist-loaded with 1 µM estradiol. inhibition, % at 25.6 µM. hit rate 1.3% among 86,000;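 active means compounds whose percent inhibition of the receptor-coactivator binding signal exceeds about 50% in the single-dose screen, limit read from the data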;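 further: 0% = receptor plus peptide wells without compound and 100% = peptide-only wells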
# Target sequence (Q92731 whole entry, looked up, the tested form may be a part): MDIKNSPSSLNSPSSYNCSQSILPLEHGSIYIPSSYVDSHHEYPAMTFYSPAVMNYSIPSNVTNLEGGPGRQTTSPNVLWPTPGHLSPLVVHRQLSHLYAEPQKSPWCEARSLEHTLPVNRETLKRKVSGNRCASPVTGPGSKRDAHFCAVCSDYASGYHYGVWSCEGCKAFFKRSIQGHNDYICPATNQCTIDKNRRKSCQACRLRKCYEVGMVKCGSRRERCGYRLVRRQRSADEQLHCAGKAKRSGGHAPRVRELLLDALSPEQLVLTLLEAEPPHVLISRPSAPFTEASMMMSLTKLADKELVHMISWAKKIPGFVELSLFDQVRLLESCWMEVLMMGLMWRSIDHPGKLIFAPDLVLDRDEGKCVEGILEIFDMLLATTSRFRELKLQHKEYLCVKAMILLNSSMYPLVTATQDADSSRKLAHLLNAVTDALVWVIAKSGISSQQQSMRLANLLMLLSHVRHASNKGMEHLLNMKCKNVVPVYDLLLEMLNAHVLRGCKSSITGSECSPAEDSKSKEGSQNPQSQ
# MT1-MMP txn act = activates MT1-MMP transcription | HT1080 MT1-MMP promoter luciferase reporter, luminescence, overnight; hits give high values | activation factor at 10 µM | AID 750 | hit rate 0.16% among 86,000;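 active means activation factor of at least 2 for MT1-MMP transcription at 10 µM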
# Mac1 fbg enh = increases human CD11b/CD18 adhesion to fibrinogen; K562 CD11b/CD18 adhesion to fibrinogen, ATPlite luminescence; hit rate 0.07% among 93,000; P05107+P11215; activation, % at 10 µM;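 active means 10 µM primary screen giving 50% or more activity, confirmed by 40% or more on retest at that dose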; further: strong numbers were not always called active; reference of the scale not given here
# Ecoli WT expand = growth inhibitors of E. coli BW25113 wild type | OD600 absorbance | growth inhibition, % at 100 µM | hit rate 0.15% among 98,000 | AID 710;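 active means growth inhibition above about 50% at one test dose, limit read from the data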;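 further: growth measured after 20 h incubation at 37 °C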
# CD11b adhes inh = CD11b/CD18-fibrinogen binding inhibition; K562 CD11b/CD18 adhesion to fibrinogen, ATPlite luminescence; Mn2+ added to activate the integrin; inhibition, % at 10 µM; hit rate 0.54% among 93,000; AID 1497;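 active means primary inhibition of 50% or more at 10 µM, then 40% or more on retest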; further: some results filed as inactive read as strong as hits
# Starred values were filed as active, the others as inactive; / = no result given; [ ] = another dose, or the depositor's remark.
SMILES,ERa SRC1 inh,ERa coact pot,PLAP activator,FAK inh,ERb coact inh,MT1-MMP txn act,Mac1 fbg enh,Ecoli WT expand,CD11b adhes inh
CC(=O)Oc1ccc(-c2nc(-c3cccnc3)no2)cc1,-31,124,0.9,1,-12[fluorescence artefact?],0.5,3,9,-22
O=C(CSc1ncnc2ccccc12)N1CCN(c2ccccc2)CC1,-3,93,/,2,-7,1.4,/,/,/
O=S1(=O)CCN2C=Nc3sc4c(c3C2=N1)CCCC4,-2,112,1.1,-2,0,1.1,/,3,/
C=CCOc1cccc(C2C(C(=O)c3ccc(C)o3)=C(O)C(=O)N2Cc2ccncc2)c1 (stereo unspecified),-6,114[fluorescence artefact?],1.1,-4,12,1.2,-1,-1,19
COc1ccc(C(=O)C2CCN(C(=O)c3ccco3)CC2)cc1,-8,122,1.1,/,-9,1.2,-4,5,-13
CCOC(=O)Cn1cc(C(=O)C2CC2)c2ccccc21,-15,123,1,-3,-9,1.1,0,-8,-11
O=C(CC1CCCCC1)N1CCN(c2ccccn2)CC1,-6,115,1.3,-2,13,1.2,0,10,8
CN(CC(=O)O)S(=O)(=O)c1cccs1,-6,128,1.2,-3,-3,1.1,-1,-8,24
COc1cnn(-c2cc(Oc3ccc(C)cc3)ncn2)c(=O)c1Cl,/,/,1.7,3,/,/,-6,-2,2
Cc1noc(C)c1C(=O)Nc1cccnc1,-7,109,1.1,0,2,1.1,-1,9,-26
Cn1nnc(NC(=O)c2ccccc2F)n1,-1,160[fluorescence artefact?],0.9,-2,-5,1.2,-1,3,6
CC(=O)CCc1c(C)c2cc(C)ccc2[nH]c1=O,-2,108,0.8,1,-1,1.5,-2,7,-11
O=C(COC(=O)c1ccccc1O)Nc1ccc(OC(F)F)cc1,-1,110,0.8,1,3,1.5,-2,3,-28
COc1ccc(CCn2c(=O)[nH]c3cc(C(=O)NCCc4ccccc4)ccc3c2=O)cc1OC,/,/,0.9,-1,/,/,41,-2,-19
Cc1ccccc1OCC(=O)N/N=C/c1cc2ccccc2nc1Cl,/,/,1,2,/,/,-2,-5,2
CCOC(=O)C1=C(C)N=C(SC)N(C)C1c1ccccc1 (stereo unspecified),7,109,1.1,0,0[fluorescence artefact?],1.2,-4,4,-1
COc1ccc(CCNC(=O)CN(c2ccc(OC)c(OC)c2)S(C)(=O)=O)cc1,-1,116,1.3,1,3[fluorescence artefact?],1.1,3,-1,-8
CCn1c(CC(C)C)n[nH]c1=S,/,/,0.9,6,/,1.2,/,2,/
CCOC(=O)CSc1nc2cc(C(=O)NCc3ccco3)ccc2c(=O)n1-c1ccc(F)cc1,32,150,1,/,15[fluorescence artefact?],1,31,-7,-2
CC(NC(=O)CCNS(=O)(=O)c1ccc2c(c1)c(=O)n(C)c(=O)n2C)c1ccccc1 (stereo unspecified),/,/,0.9,-4,/,1.1,-3,-6,2
CCCc1cc(=O)oc2cc(OCc3nn[nH]n3)ccc12,3,114,1,-6,-3[fluorescence artefact?],1.1,/,2,/
COc1ccc(CC(=O)N2CCCc3ccccc32)cc1,-11,100,1,6,-5,1.9,/,8,/
NS(=O)(=O)c1ccc(NC(=O)CN2CCN(Cc3ccccc3)CC2)cc1,-28,117,1.5,1,-26[fluorescence artefact?],1.1,1,4,-7
CCOC(=O)C1C(=O)C=C(/C=C/c2ccccc2)CC1c1ccc(Cl)cc1 (stereo unspecified),/,/,1,-1,/,/,4,-19,7
Cc1ccc(C(=O)NCCCC(=O)O)o1,-4,111,1.1,0,5,1.1,-5,-2,-56
Cc1ccc(S(=O)(=O)c2nc(NCCN(C)C)sc2Cl)cc1,4,83[fluorescence artefact?],0.8,5,12,1,-1,1,1
CCCCS(=O)CC(CS(=O)CCCC)OC(=O)c1ccccc1 (stereo unspecified),33,103,1,-2,45,1.1,-2,4,1
COc1cc(C(=O)N2CCN(C/C=C/c3ccccc3)CC2)cc(OC)c1OC,3,102,/,1,3,1.2,/,/,/
CC1(C)N=C(N)N=C(N)N1c1ccccc1,0,49[fluorescence artefact?],0.9,1,-7,0.8,-2,3,-3
CCOC(=O)Cc1csc(NC(=O)CSc2nc(C)cc(=O)[nH]2)n1,-1,95,1.5,-5,1,0.9,-7,1,14
Cc1ccc(C(=O)Nc2nnn(C)n2)cc1,/,/,0.9,-2,/,1.3,-2,-10,-9
CC(=O)Nc1ccc(OCC(O)CN2CCN(c3ccc(Cl)cc3)CC2)cc1 (stereo unspecified),-20,104,/,-1,-25[fluorescence artefact?],1.2,/,/,/
COc1ccc(CNC(=O)C(OC(=O)c2ccco2)c2ccc(OC)cc2)cc1 (stereo unspecified),0,106,/,-1,4,1.3,/,/,/
CCOc1cccc(C2c3c(oc4cc(C)c(C)cc4c3=O)C(=O)N2CCCN(C)C)c1 (stereo unspecified),0,106,1.6,9,-6,1.1,1,12,3
O=c1cc(N2CCN(c3ccc(F)cc3)CC2)[nH]c(=O)n1C1CCCCC1,23[fluorescence artefact?],136,1,-1,7[fluorescence artefact?],1.2,/,-13,/
Cc1ccc(-c2oc3ncnc(N)c3c2-c2ccc(C)cc2)cc1,/,/,0.9,12,/,1,3,-11,-42
Cc1ccc(S(=O)(=O)N(CC(=O)N2CCC(C(N)=O)CC2)Cc2ccc(F)cc2)cc1,-6,114[fluorescence artefact?],1.4,-11,-9,1.1,-8,1,-8
COc1ccc(C2CC(c3cccc(OC)c3OC)n3nnnc3N2)cc1 (stereo unspecified),-2,103,0.9,/,-5,1,-2,-8,1
CCCCNC(=O)n1c(SC)nc2ccccc21,-2,95,1,1,-7,1,-2,12,4
CCOc1ccc(C)cc1S(=O)(=O)n1ccc(C)n1,-4,115,0.9,-1,-5,1.1,-3,6,-10
Cc1nnc2sc(-c3ccc(NC(=O)c4cccnc4)cc3)nn12,3,81,/,-1,-1,1.2,/,/,/
CCOC(=O)c1cc(-c2ccc3c(c2)OCCO3)nc2c1c(C)nn2CCC#N,3,132,1.6,-2,3,1.1,3,-1,0
CCOC(=O)C1CCCN(C(=O)c2cc3ncc(Br)cn3n2)C1 (stereo unspecified),57*,42[fluorescence artefact?],0.9,-1,60*[fluorescence artefact?],1.1,4,1,-10
CCOc1cccc(=O)c2c(C)n(Cc3ccco3)c(C)c12,36,76[fluorescence artefact?],1.1,10,29,1.1,5,-1,-12
COc1ccc(-n2ncc3c(NCCCN4CCOCC4)ncnc32)cc1,-8,124[fluorescence artefact?],1.1,-2,-9,1.2,5,0,-21
Cc1ccc(S(=O)(=O)C2(C(=O)Nc3nccs3)CC2)cc1,13,96,1.1,/,3[fluorescence artefact?],1,5,7,-42
Cc1cccc(-n2ncc3c(NCc4ccccc4)ncnc32)c1,-4,131,0.8,/,-8,/,-3,-1,-5
CC1(C)CC(=O)C=C(NCCN2CCN(C(=O)Nc3ccc(Cl)cc3)CC2)C1,-6,95,1,4,4,1,0,3,-2
COc1cc([C@H]2[C@@H]3CCCC[C@]3(O)CCN2CC(=O)Nc2ccc(C)cc2)ccc1O,-2[fluorescence artefact?],112,1.4,5,-5,1.1,-3,0,-8
COc1ccc(NC2CC(=O)NC2=O)cc1 (stereo unspecified),-9,100,1,2,0,1.1,/,-3,/

# The final four compounds of the section before are carried over, then new ones follow:
SMILES,ERa SRC1 inh,ERa coact pot,PLAP activator,FAK inh,ERb coact inh,MT1-MMP txn act,Mac1 fbg enh,Ecoli WT expand,CD11b adhes inh
Cc1cccc(-n2ncc3c(NCc4ccccc4)ncnc32)c1,-4,131,0.8,/,-8,/,-3,-1,-5
CC1(C)CC(=O)C=C(NCCN2CCN(C(=O)Nc3ccc(Cl)cc3)CC2)C1,-6,95,1,4,4,1,0,3,-2
COc1cc([C@H]2[C@@H]3CCCC[C@]3(O)CCN2CC(=O)Nc2ccc(C)cc2)ccc1O,-2[fluorescence artefact?],112,1.4,5,-5,1.1,-3,0,-8
COc1ccc(NC2CC(=O)NC2=O)cc1 (stereo unspecified),-9,100,1,2,0,1.1,/,-3,/
O=C(Nc1ccc2oc(-c3ccccc3)nc2c1)c1ccccc1F,-5,121,/,-2,2,1.2,/,/,/
CCOC(=O)Cn1c2ccc(OC)cc2c2nc3ccccc3nc21,46[fluorescence artefact?],279*,0.8,-3,29[fluorescence artefact?],1.1,-4,1,-2
COc1ccccc1C1C(C(=O)c2sc(C)nc2C)=C(O)C(=O)N1CCN1CCOCC1 (stereo unspecified),/,/,1.5,/,/,1.1,-4,1,7
O=C(N/N=C/c1ccc2c(c1)OCO2)C1COc2ccccc2O1 (stereo unspecified),/,/,0.8,-7,/,/,-3,-9,-3
O=C1C=C(c2ccccc2)OC2(CCCC2)O1,6,110,1,-1,5[fluorescence artefact?],1.2,-6,7,-14
c1coc(Cn2c(SCc3nc4ccccc4[nH]3)nnc2-c2cccs2)c1,4,107,2.1*,0,1,1,1,1,-2
CCCN1Cc2cccc(C(=O)N3CCN(c4ccc(F)cc4)CC3)c2C1=O,-2,113,1.2,1,1,1,1,1,-29
CCCN(CCC)c1nc(NC2CCN(C(=O)OCC)CC2)nc(OC)n1,9,113,1.3,-8,0[fluorescence artefact?],1.1,-3,-9,7
Cc1nn(CCC#N)c(NC(=O)c2ccc(Cl)cc2Cl)c1P(=O)(Nc1ccc([N+](=O)[O-])cc1)N1CCOCC1 (stereo unspecified),10,81,1.7,0,8,0.8,2,6,-3
CCc1nnc(NC(=O)C2Cc3ccccc3CN2S(=O)(=O)c2cccs2)s1 (stereo unspecified),55*,80,0.9,11,27,1.4,25,-6,-6
NC(=O)c1oc2ccc(Cl)cc2c1N,-42[fluorescence artefact?],98,0.9,8,-16,1.3,-1,8,8
COc1ccccc1N1CCN(Cc2nc3ccccc3c(=O)n2CC(C)=O)CC1,-10,118,1.4,/,8,1.1,1,-2,-11
CC(/C=C/c1ccco1)=N/NC(=O)Cc1cccs1,/,/,1.3,13,/,/,58,17,-23
COCC(C)n1c(C)cc(C(=O)COC(=O)c2nc3nc(C)cc(C)n3n2)c1C (stereo unspecified),6,73[fluorescence artefact?],1.5,4,8[fluorescence artefact?],1.2,-1,0,4

# Some of the entries so far, tab-delimited:
compound	ERa SRC1 inh	ERa coact pot	PLAP activator	FAK inh	ERb coact inh	MT1-MMP txn act	Mac1 fbg enh	Ecoli WT expand	CD11b adhes inh
CCOc1cccc(C2c3c(oc4cc(C)c(C)cc4c3=O)C(=O)N2CCCN(C)C)c1 (stereo unspecified)	0	106	1.6	9	-6	1.1	1	12	3
O=c1cc(N2CCN(c3ccc(F)cc3)CC2)[nH]c(=O)n1C1CCCCC1	23[fluorescence artefact?]	136	1	-1	7[fluorescence artefact?]	1.2	/	-13	/

# 2 successive compounds from above:
SMILES,ERa SRC1 inh,ERa coact pot,PLAP activator,FAK inh,ERb coact inh,MT1-MMP txn act,Mac1 fbg enh,Ecoli WT expand,CD11b adhes inh
CC(/C=C/c1ccco1)=N/NC(=O)Cc1cccs1,/,/,1.3,13,/,/,58,17,-23
COCC(C)n1c(C)cc(C(=O)COC(=O)c2nc3nc(C)cc(C)n3n2)c1C (stereo unspecified),6,73[fluorescence artefact?],1.5,4,8[fluorescence artefact?],1.2,-1,0,4

# Profiles, quoted from the list:
# CCOC(=O)C1CCCN(C(=O)c2cc3ncc(Br)cn3n2)C1 (stereo unspecified) is listed as ERa SRC1 inh: 57*; ERa coact pot: 42[fluorescence artefact?]; PLAP activator: 0.9; FAK inh: -1; ERb coact inh: 60*[fluorescence artefact?]; MT1-MMP txn act: 1.1; Mac1 fbg enh: 4; Ecoli WT expand: 1; CD11b adhes inh: -10
# COc1ccccc1N1CCN(Cc2nc3ccccc3c(=O)n2CC(C)=O)CC1 is listed as ERa SRC1 inh: -10; ERa coact pot: 118; PLAP activator: 1.4; FAK inh: /; ERb coact inh: 8; MT1-MMP txn act: 1.1; Mac1 fbg enh: 1; Ecoli WT expand: -2; CD11b adhes inh: -11
# COc1ccc(-n2ncc3c(NCCCN4CCOCC4)ncnc32)cc1 is listed as ERa SRC1 inh: -8; ERa coact pot: 124[fluorescence artefact?]; PLAP activator: 1.1; FAK inh: -2; ERb coact inh: -9; MT1-MMP txn act: 1.2; Mac1 fbg enh: 5; Ecoli WT expand: 0; CD11b adhes inh: -21
